CFTR F508del cor = correctors of CFTR F508del function in bronchial epithelial cells; CFBE cells, YFP halide quenching; stimulated with forskolin plus potentiator P3; % fluorescence drop versus neutral controls; activity (quench increase), % at 7.58 µM; 350,000 compounds, 0.36% hits; AID 720511;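 active = mean added fluorescence quench of at least 8% versus neutral control, with both replicates also reaching 8%; inconclusive = only one of the mean or replicate conditions met; inactive = mean below 8% and not both replicates reaching 8%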;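 also: cells transiently co-express mutant CFTR-F508del with the halide-sensitive YFP; corrector assay measuring rescue of mutant channel to the surface after 24 h compound exposure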
RAD54 branch = RAD54 (human) branch migration inhibition | Q92698 | RAD54 Holliday junction branch migration, FAM/BHQ fluorescence | inhibition, % at 10.4 µM | 360,000 compounds, 0.14% hits | AID 602329;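 active = mean normalized replicate activity at least 40 and at least half of replicates scoring 40 or more; inconclusive = only one of the two criteria met; inactive = mean below 40 and under half of replicates reaching 40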;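 also: 0% = median of neutral control wells and 100% = median of positive control wells; inhibitors cause a drop in the FAM fluorescence signal; in these data hits start at about 50%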
Xi reactivation = activators of X-chromosome reactivation in mouse fibroblasts | AID 743238 | activation, % at 7.58 µM | 360,000 compounds, 0.055% hits | XiGFP mouse fibroblasts, % GFP-positive cells imaging, 3 d; cells co-treated with 5-aza-dC sensitizer; scaled so ellipticine positive control = 100%;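 active = mean normalized replicate activation at least 10% and every replicate at or above 10%; inconclusive = only one of the two criteria met; inactive = mean below 10% and not all replicates reach 10%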;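 also: 0% = median of on-plate neutral control wells and 100% = ellipticine 6 µM median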
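Schedule: 3 d treatment, 15 min room-temperature fixation; system: 68-5-11 XiGFP fibroblast line; buffer or medium: DMEM plus 5-aza-dC sensitizer; control set: ellipticine 6 µM positive control; compound: one concentration, pinned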
INS-1E GSIS act = primary screen for activators of insulin secretion dependent on glucose, INS-1E cells, GLuc reporter luminescence | INS-1E GLuc reporter insulin secretion, 2-3 h | activation, % at 16.6 µM | 370,000 compounds, 0.61% hits | AID 743287;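 active = lowest replicate activation of at least 40%, so every replicate reaches that level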;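 also: 0% = median of neutral control wells and 100% = median of IBMX positive control wells; some compounds called inactive have numbers as strong as hits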
Casp6 inh = caspase-6 (human) enzyme inhibition. P55212. purified caspase-6, Z-VEID-R110 cleavage fluorescence. inhibition, % at 12.5 µM. 350,000 compounds, 0.53% hits. AID 686996;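 active = mean inhibition across replicates at least about 35%, with every replicate also reaching that limit, limit read from the data; inconclusive = only one of the two criteria met; inactive = neither criterion met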;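 also: 0% = median of neutral control wells and 100% = no fluorescence left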
Target sequence (P55212 24-179 limits assumed): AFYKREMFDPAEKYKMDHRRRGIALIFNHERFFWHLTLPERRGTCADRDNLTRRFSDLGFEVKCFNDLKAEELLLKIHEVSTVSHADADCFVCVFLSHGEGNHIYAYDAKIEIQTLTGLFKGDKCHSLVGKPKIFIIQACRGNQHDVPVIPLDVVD
Target sequence (P55212 194-293 limits assumed): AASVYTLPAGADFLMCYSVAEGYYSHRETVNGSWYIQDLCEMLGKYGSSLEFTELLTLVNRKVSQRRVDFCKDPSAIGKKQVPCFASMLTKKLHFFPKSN
RAD52 inh = RAD52 (human) annealing inhibition; inhibition, % at 18.7 µM; recombinant RAD52 DNA annealing, FRET fluorescence; 360,000 compounds, 0.46% hits; AID 651710;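 active = every replicate showing at least 50% inhibition; inconclusive = mean inhibition at least 50% but not in every replicate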
E-sel inducer = E-selectin induction on HUVECs | 260,000 compounds, 0.37% hits | P16581 | HUVEC E-selectin immunofluorescence imaging; normalized: neutral wells 0, TNF-alpha wells 100 | activation, % at 7.58 µM;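 active = mean E-selectin-positive cell signal at least 10% of the positive control, reached in at least 60% of replicates, without over 20% cell loss; inconclusive = no rule given, readout overlaps actives, possibly toxicity-flagged; inactive = the rest, including those meeting only one limit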;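 also: in these data hits start at about 27%; measured in HUVEC primary endothelial cells; signal is the percent of cells scored E-selectin positive by PE staining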
Target sequence (P16581 whole entry, looked up): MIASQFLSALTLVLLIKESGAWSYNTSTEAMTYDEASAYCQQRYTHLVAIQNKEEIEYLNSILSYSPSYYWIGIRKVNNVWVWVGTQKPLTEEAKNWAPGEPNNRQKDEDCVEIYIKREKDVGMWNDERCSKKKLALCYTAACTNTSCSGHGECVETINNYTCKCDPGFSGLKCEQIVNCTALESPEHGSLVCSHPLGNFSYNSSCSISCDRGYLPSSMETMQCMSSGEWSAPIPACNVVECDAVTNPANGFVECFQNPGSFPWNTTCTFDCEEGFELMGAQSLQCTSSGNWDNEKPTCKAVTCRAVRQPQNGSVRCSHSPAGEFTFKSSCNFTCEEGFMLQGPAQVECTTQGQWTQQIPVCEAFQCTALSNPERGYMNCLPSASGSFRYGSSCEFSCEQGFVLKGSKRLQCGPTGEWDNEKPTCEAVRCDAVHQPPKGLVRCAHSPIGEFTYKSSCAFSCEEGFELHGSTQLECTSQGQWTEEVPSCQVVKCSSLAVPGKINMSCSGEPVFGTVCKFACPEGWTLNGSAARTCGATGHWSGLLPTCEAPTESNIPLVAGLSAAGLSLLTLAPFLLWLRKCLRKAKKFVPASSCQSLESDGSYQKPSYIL
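System: HUVEC / Compound: single concentration / Signal: immunofluorescence imaging / Read-out: percent E-selectin-positive cells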
DENV2 CPE = inhibitors of DENV2 cytopathic effect. DENV2-infected cells, cytopathic effect rescue, plate reader. CPE inhibition, % at 9.99 µM. 350,000 compounds, 1.7% hits. AID 651640; in the data active = CPE inhibition above about 20%, passing the limit was not always enough; inconclusive = no clear call, values can overlap the other calls; tested in BHK-21 cells;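 also: 0% = median of neutral control wells and 100% = median of positive control wells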
* hit, by the source's call; u = inconclusive; x = not tested or not shown.

SMILES	CFTR F508del cor	RAD54 branch	Xi reactivation	INS-1E GSIS act	Casp6 inh	RAD52 inh	E-sel inducer	DENV2 CPE
CCCN1C[C@H](C)[C@@H](OC)CN(C)C(=O)c2cc(NC(=O)C3CCOCC3)ccc2OC[C@H]1C	0.4	4	0.0	-1	-1	3	0.1	0
COC(=O)[C@@H]1[C@@H](CO)[C@@H]2Cn3c(ccc(-c4ccccc4OC)c3=O)[C@@H]2N1C(=O)c1cnccn1	x	-2	0.2	1	-4	-6	-0.1	7
COc1ccccc1C(CNC(=O)c1ccc(NS(=O)(=O)c2ccc(F)c(C)c2)cc1)N(C)C (stereo not drawn)	-1.2	6	0.0	-38	-3	-3	0.1	5
C[C@@H]1CN([C@H](C)CO)C(=O)Cc2cc(NS(=O)(=O)c3ccc(Cl)cc3)ccc2O[C@@H]1CN(C)CC1CCCCC1	-1.1	3	0.0	4	4	-7	-9.3	49*
CCn1nc(C)c(/C=N/NC(=O)Cn2nnnc2N)c1C	0.9	-8	0.4	6	-4	-9	3.5	7
C=C(c1ccccc1C)[n+]1ccccc1	-0.9	1	0.0	6	-1	-9	x	0
CC(C)(C)c1ccc(N=C2SCC(=O)N2Cc2cccs2)cc1	-0.8	x	0.0	9	-4	-6	x	1
O=C(/C=C/c1ccc(F)cc1)NCCCn1ccnc1	x	-1	0.0	-6	-6	-3	0.0	-4
COc1ccc(Oc2cc(F)nc(N)n2)cc1	-1.5	7	x	21	-3	-12	x	-3
O=C(CSc1nc2cc(Cl)ccc2s1)NCc1ccc2c(c1)OCO2	x	-9	-0.1	4	x	x	0.0	x
O=[N+]([O-])c1ccc(Sc2nccn2Cc2ccccc2)c([N+](=O)[O-])c1	-4.3	x	x	1	-2	-7	x	-5
COc1ccc(NC(=O)N(C)C[C@@H]2Oc3ccc(NC(=O)Nc4c(C)noc4C)cc3C(=O)N([C@@H](C)CO)C[C@H]2C)cc1	-3.5	8	0.0	10	x	x	-1.9	-1
C[C@@H]1CN([C@H](C)CO)C(=O)Cc2cc(NC(=O)CCN3CCOCC3)ccc2O[C@@H]1CN(C)Cc1ccccc1	0.4	-4	-0.4	11	-1	-5	0.5	-9
N#CCC(C(=O)c1cccnc1)c1ccccc1 (stereo not drawn)	0.5	1	0.1	12	1	6	-0.1	-6
O=C(C1CC1)N1C[C@@H]2[C@H](c3ccccc31)[C@H](CO)N2C(=O)c1ccccn1	2.1	-1	0.0	2	x	6	-0.3	10

As a working copy, six of the compounds above.
SMILES	CFTR F508del cor	RAD54 branch	Xi reactivation	INS-1E GSIS act	Casp6 inh	RAD52 inh	E-sel inducer	DENV2 CPE
CCCN1C[C@H](C)[C@@H](OC)CN(C)C(=O)c2cc(NC(=O)C3CCOCC3)ccc2OC[C@H]1C	0.4	4	0.0	-1	-1	3	0.1	0
COC(=O)[C@@H]1[C@@H](CO)[C@@H]2Cn3c(ccc(-c4ccccc4OC)c3=O)[C@@H]2N1C(=O)c1cnccn1	x	-2	0.2	1	-4	-6	-0.1	7
COc1ccccc1C(CNC(=O)c1ccc(NS(=O)(=O)c2ccc(F)c(C)c2)cc1)N(C)C (stereo not drawn)	-1.2	6	0.0	-38	-3	-3	0.1	5
C[C@@H]1CN([C@H](C)CO)C(=O)Cc2cc(NS(=O)(=O)c3ccc(Cl)cc3)ccc2O[C@@H]1CN(C)CC1CCCCC1	-1.1	3	0.0	4	4	-7	-9.3	49*
CCn1nc(C)c(/C=N/NC(=O)Cn2nnnc2N)c1C	0.9	-8	0.4	6	-4	-9	3.5	7
C=C(c1ccccc1C)[n+]1ccccc1	-0.9	1	0.0	6	-1	-9	x	0

Further entries:
SMILES	CFTR F508del cor	RAD54 branch	Xi reactivation	INS-1E GSIS act	Casp6 inh	RAD52 inh	E-sel inducer	DENV2 CPE
COc1ccc(-c2nc3cc(C)c(Br)c(C)n3c2Cc2ccccc2C(F)(F)F)cc1OC	3.8	x	0.1	2	-2	-23	0.5	1
Cc1ccccc1-c1ccc2c(c1)O[C@H](CN(C)Cc1ccc(C(=O)O)cc1)[C@H](C)CN([C@@H](C)CO)S2(=O)=O	0.7	-15	0.2	26	0	5	0.3	4
C[C@@H]1CCCCO[C@H](CN(C)Cc2ccc(C(F)(F)F)cc2)[C@H](C)CN([C@H](C)CO)C(=O)c2cc(NC(=O)CCCN(C)C)ccc2O1	-1.9	2	0.0	24	-1	40	0.4	13
O=C(C[C@@H]1C[C@@H]2c3cc(NC(=O)Nc4ccc(C(F)(F)F)cc4)ccc3O[C@@H]2[C@H](CO)O1)NCc1cccnc1	-4.3	10	0.0	8	2	6	1.7	-6
CCCN1CCN(c2ncnc3scc(C4COc5ccccc5O4)c23)CC1 (stereo not drawn)	-0.1	-2	0.3	1	6	-4	x	0
COc1ccc(CNC(=O)COC(=O)CO/N=C(\C)c2ccc3c(c2)OCO3)cc1	-0.1	9	0.0	-4	2	1	0.4	-4
O=C(CCCCCNC(=O)N1CCn2c1nc1ccccc12)NCc1ccc(F)cc1	0.5	0	0.0	-13	-1	8	x	u
CCc1ccc(N2CC(C(=O)Nc3ccc(OC)c(S(=O)(=O)N4CCOCC4)c3)CC2=O)cc1 (stereo not drawn)	0.3	-3	-0.1	8	2	-42	0.0	-6
Cc1ccc(CNC(=O)C2CC(c3ccc([N+](=O)[O-])cc3)=NO2)cc1 (stereo not drawn)	0.7	3	0.0	-3	-4	-8	0.2	0
CCCC#Cc1cnc2c(c1)C(=O)N([C@H](C)CO)C[C@H](C)[C@@H](CN(C)C(=O)Cc1ccccc1)O2	2.6	-14	-0.1	-15	1	5	-2.7	-4
CC(=O)N1CCCCN2[C@H](CO)[C@@H](c3ccc(C#Cc4ccccc4F)cc3)[C@@H]2C1	3.6	16	0.0	-20	3	-8	-0.3	12
O=C(NC(=S)Nc1cccc(Cl)c1)c1cncc(Br)c1	-1.8	-5	0.2	x	4	-1	0.5	4
CCCc1cnc(NCCNCC(O)COc2ccc(Cl)c(Cl)c2)nc1 (stereo not drawn)	0.2	20	-0.1	-9	-5	-7	x	2
Cc1c(Cl)c([N+](=O)[O-])nn1CC(=O)Nc1ccc2c(c1)OCO2	x	x	0.0	16	0	-5	-3.2	-3
CS(=O)(=O)c1cccc(C(=O)Nc2cccc(S(=O)(=O)N3CCCC3)c2)c1	-3.6	-18	0.1	-7	0	-9	x	2
COc1ccc(CNC(=S)Nc2ccc(F)c(Cl)c2)cc1	-1.7	x	0.0	-9	1	-2	7.2	14
COc1ccc(CCNC(=O)COc2ccc(C)nc2[N+](=O)[O-])cc1OC	0.3	-10	0.0	41	4	3	3.0	4
CCOC(=O)c1c(CSc2ccccc2)n(C)c2ccc(O)c(CN3CCN(C)CC3)c12	0.7	x	x	-20	-4	15	2.2	-3
CC(C)COP(=O)(c1ccc(N(C)C)cc1)C(O)c1ccc(Br)cc1 (stereo not drawn)	1.6	x	0.3	x	10	-2	u	0
C[C@H]1CCCCO[C@H](CN(C)S(C)(=O)=O)[C@@H](C)CN([C@@H](C)CO)C(=O)c2cc(NC(=O)c3ccccc3)ccc2O1	-2.5	6	-0.6	2	1	-5	-0.1	0
CCCCc1ccc(NS(=O)(=O)c2c(C)n(C)c(=O)n(C)c2=O)cc1	0.6	10	0.0	-13	1	-11	2.6	6
Cc1noc(C)c1NC(=O)NCCN1CCN(Cc2ccccc2)CC1	0.0	8	0.0	2	-5	-4	1.3	-3
CC(C)(C)S(=O)N1Cc2cc(C(=O)NCc3ccc4c(c3)OCO4)nc(-c3cccc(-c4ccccc4)c3)c2[C@@H]1CCO (stereo partly drawn)	5.6	-16	-0.1	-1	2	-12	0.2	9
O=C(N/N=C/c1ccco1)c1ccc(N2CCCC2=O)cc1	x	9	0.0	-10	x	x	0.3	x
CN(C)C(=O)Cn1cc(S(=O)(=O)Cc2ccccc2)c2ccccc21	0.8	-14	0.0	7	3	-1	3.1	-5
Cc1noc(C)c1NC(=O)N(C)C[C@H]1Oc2ncc(C3=CCCC3)cc2C(=O)N([C@H](C)CO)C[C@H]1C	-1.2	7	0.0	8	-3	5	0.2	1
O=C(C[C@@H]1C[C@@H]2c3cc(NC(=O)NC4CCCC4)ccc3O[C@@H]2[C@@H](CO)O1)NCc1cccc(F)c1	0.8	2	0.0	15	1	-3	0.6	-4
CCCCC(CCC(=O)O)(C(=O)OCC)c1csc(Nc2ccc(C)cc2)n1 (stereo not drawn)	-0.1	x	0.0	-14	0	-9	x	3
CO[C@H]1CN(C)C(=O)c2cc(NC(=O)C3CCC3)ccc2OC[C@@H](C)N(C(=O)CN(C)C)C[C@@H]1C	-0.9	9	-0.3	1	6	15	-0.2	2
Cc1ccc(CNC(=O)Cn2ncn3cccc3c2=O)cc1	-1.1	-5	0.1	5	1	-4	0.0	-3

Structural class: those above with a tert-butyl group (2)
SMILES	CFTR F508del cor	RAD54 branch	Xi reactivation	INS-1E GSIS act	Casp6 inh	RAD52 inh	E-sel inducer	DENV2 CPE
CC(C)(C)c1ccc(N=C2SCC(=O)N2Cc2cccs2)cc1	-0.8	x	0.0	9	-4	-6	x	1
CC(C)(C)S(=O)N1Cc2cc(C(=O)NCc3ccc4c(c3)OCO4)nc(-c3cccc(-c4ccccc4)c3)c2[C@@H]1CCO (stereo partly drawn)	5.6	-16	-0.1	-1	2	-12	0.2	9

More structures
SMILES	CFTR F508del cor	RAD54 branch	Xi reactivation	INS-1E GSIS act	Casp6 inh	RAD52 inh	E-sel inducer	DENV2 CPE
COC(=O)[C@@]12C[C@@H](CC(=O)NCc3ccc(C)o3)C(=O)N(Cc3ccccc3)C1=CCC(C)(C)C2	-1.4	x	0.0	-11	1	-7	0.6	6
CC(C)(C)NC(=O)C(c1ccncc1)n1c(=O)c(-c2ccco2)nc2ccccc21 (stereo not drawn)	-2.0	x	-0.1	-4	9	-8	0.1	31*
CCn1c(SCC(=O)Nc2ccccc2Cl)nnc1C1CC1	-2.7	-7	0.6	5	2	-6	x	11
O=C(Nc1nc2ccccc2s1)c1c(F)cccc1Cl	0.5	10	0.0	1	1	6	x	u
CCCc1nnc(NC(=O)C2CC(=O)N(CCc3ccc(F)cc3)C2)s1 (stereo not drawn)	-1.7	-4	0.1	-4	-2	-12	x	7
CCCc1cn(CC[C@@H]2CC[C@@H](NS(=O)(=O)c3ccccc3Cl)[C@@H](CO)O2)nn1	1.3	4	-0.3	7	0	-13	5.4	-2
CC(Sc1nc(N)cc(=O)[nH]1)C(=O)Nc1ccc(N2CCOCC2)cc1 (stereo not drawn)	1.9	3	0.0	6	0	-9	0.2	3
C=CCN1C(=O)C2(OCCCO2)c2cc(C)ccc21	-0.5	-1	0.0	-1	-1	-23	x	7
Cc1ccc(SCc2cn3ccccc3n2)cc1	0.2	-2	0.0	-6	1	5	0.8	1
O=C(Nc1cccc(Cl)c1)NC1CCS(=O)(=O)C1 (stereo not drawn)	-3.0	-7	0.3	0	1	-6	x	1
O=C(Nc1nccs1)C1CC=CCC1 (stereo not drawn)	2.7	-4	0.0	28	2	1	x	u
C[C@@H]1CN([C@H](C)CO)S(=O)(=O)c2ccc(C3=CCCC3)cc2O[C@H]1CN(C)Cc1cncnc1	-0.9	-7	-0.2	4	1	-7	-0.3	8

Compound activity (PubChem)
